MBNL1-CUG inh = MBNL1-poly(CUG) RNA binding inhibition; Q9NR56; TR-FRET MBNL1-His/biotin-(CUG)12 binding, 665/545 ratio; Potency, µM (doses to about 57.5 µM), for inactives: at the highest dose activity change, negative = inhibition, most hits filed as inhibitors; 280,000 compounds, 0.036% hits; AID 2675; active = well fitted inhibition curve with a large enough effect in the signal ratio, with a control signal flat, not every such curve was filed as active; inconclusive = small, poorly fitted or top-dose-only effect, or effect the other way, or a change in a side signal; inactive = no such curve, though single readings can be large or run the other way; the % refers to the signal ratio; also: potency is read from the fitted curve at half-maximal effect; % is scaled to controls: 0 for no effect and ±100 for the full control effect
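Inhibition of protein-RNA binding appears as loss of TR-FRET between terbium anti-His antibody on MBNL1-His and streptavidin-XL665 on biotin-(CUG)12. Activity is normalized to buffer-only and uninhibited-complex controls.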
PKM2 activator = activators of human pyruvate kinase M2. AID 1631. purified PKM2, Kinase-Glo ATP luminescence, activation; response scale: 0% is enzyme alone, no compound. Potency, µM (doses to about 57.5 µM), for inactives: at the top dose activation, actives largely listed as activators. 260,000 compounds, 0.34% hits. P14618; also: potency is read from the fitted curve at half-maximal effect; % is scaled to controls: 0 for no effect and ±100 for the full control effect; nearly all actives have a fitted effect of over 55% in size
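hPK-M2, >95% pure; 0.1 mM ADP / 0.5 mM PEP final; imidazole pH7.2 buffer w/ 7 mM MgCl2, 50 mM KCl; 1 h RT; Kinase-Glo lum. Intermediate enzyme activity for dual inhibitor/activator qHTS.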
VP16 counter = inhibits Gal4-VP16 luciferase reporter, ROR gamma counter-screen. Drosophila S2 Gal4-VP16 UAS-luciferase, luminescence, 20 h. Potency, µM (series often up to 53.6 µM), for inactives: at the highest dose activity, negative = inhibition, usual class: inhibitors. 310,000 compounds, 3.5% hits;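 also: Gal4-VP16 expression switched on by copper sulfate through the metallothionein promoter; potency is read from the fitted curve at half-maximal effect; % is scaled to controls: 0 for no effect and ±100 for the full control effect; nearly all actives have a fitted effect of over 50% in size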
NPC1 prom act = activators of NPC1 promoter | AID 485313 | Huh7 NPC1 promoter luciferase reporter, 24 h | Potency, µM (titrated, usually from 9.22 µM), without a hit: at the highest dose activation, usual class: activators | 320,000 compounds, 2.4% hits;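 also: potency is read from the fitted curve at half-maximal effect; % of control where 0% means no effect; nearly all actives have a fitted effect of over 60% in size; reporter is driven by a mutant NPC1 promoter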
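Stably transfected Huh7 (NPC1 promoter→luciferase), 1500 cells/well in Opti-MEM + 10% FBS, 2 h settle, then compound 24 h at 37 °C. Luminescence after 10 min with Amplite reagent.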
Rab9 prom act = Rab9 promoter activation; Huh7 Rab9 promoter-luciferase reporter, luminescence, 24 h; Potency, µM (top dose mostly 9.22 µM), inactives show at the top dose activation, negative = inhibition, most hits filed as activators; AID 485297; 320,000 compounds, 2.8% hits; also: potency is read from the fitted curve at half-maximal effect; % of control where 0% means no effect; nearly all actives have a fitted effect of over 60% in size
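Luminescence from Amplite-detected luciferase (10 minutes, ambient) reports Rab9 promoter activation. Before that, stable Rab9-luciferase Huh7 cells (1500/well, reduced-serum OP-MEM I plus 10% FBS) were exposed to compound for 24 hours at 37C.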
Menin-MLL TR inh = inhibitors of human menin-MLL interaction, mutant MLL peptide; Menin + Texas Red MLL mutant peptide, fluorescence polarization; Potency, µM (highest dose often 61.6 µM), without a hit: at the top dose FP activity change, negative = inhibition, most hits filed as inhibitors; 270,000 compounds, 0.23% hits; active = well fitted inhibition curve with a large enough effect in the polarisation, with a control signal flat, not every such curve was filed as active; inconclusive = small, poorly fitted or top-dose-only effect, or effect the other way, or a change in a side signal; inactive = no such curve, though single readings can be large or run the other way; the % refers to the polarisation; also: potency is read from the fitted curve at half-maximal effect; % of control where 0% means no effect; many of its hits are not listed in these tables
Target sequence (O00255 whole entry, looked up): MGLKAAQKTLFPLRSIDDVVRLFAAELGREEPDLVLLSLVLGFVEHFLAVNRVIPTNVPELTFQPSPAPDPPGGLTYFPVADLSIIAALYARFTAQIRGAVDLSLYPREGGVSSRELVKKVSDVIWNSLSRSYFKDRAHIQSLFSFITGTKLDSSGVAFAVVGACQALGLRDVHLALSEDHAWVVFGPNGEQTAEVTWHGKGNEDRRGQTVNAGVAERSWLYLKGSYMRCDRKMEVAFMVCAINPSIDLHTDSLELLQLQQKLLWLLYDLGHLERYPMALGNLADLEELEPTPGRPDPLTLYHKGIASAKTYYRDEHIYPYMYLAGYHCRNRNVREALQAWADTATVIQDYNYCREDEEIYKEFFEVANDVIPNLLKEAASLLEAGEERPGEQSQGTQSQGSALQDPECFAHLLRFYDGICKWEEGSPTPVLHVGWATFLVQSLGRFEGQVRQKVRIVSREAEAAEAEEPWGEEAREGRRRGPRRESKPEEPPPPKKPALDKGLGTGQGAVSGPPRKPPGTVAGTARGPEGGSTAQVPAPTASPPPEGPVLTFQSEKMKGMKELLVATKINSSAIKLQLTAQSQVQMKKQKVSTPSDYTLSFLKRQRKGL
FLuc counter = inhibits or activates purified firefly luciferase, miR-21 counter-screen; P08659; 360,000 compounds, 6.9% hits; Potency, µM (doses to about 57.5 µM), for the others: at the highest dose activity change, negative = inhibition, most hits filed as inhibitors; purified FLuc, Km substrates, luminescence inhibition;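 also: potency is read from the fitted curve at half-maximal effect; plate controls were vehicle for no effect and reference inhibitor for full effect; nearly all actives have a fitted effect of over 55% in size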
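Biochemical qHTS of compounds, final roughly 60 µM downward over six points, against 10 nM purified firefly luciferase using Km concentrations of substrates (10 uM D-luciferin, 10 uM ATP) in Tris acetate pH 7.5 buffer; luminescence output.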
KCNH2 3.1 block = KCNH2 3.1 (human) potassium channel inhibition; activity change, % (tested at about 1.8 µM); 340,000 compounds, 0.95% hits; U2OS KCNH2 3.1, thallium flux FluxOr; active compounds read low;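 active = maximum activity change below -70%; inconclusive = maximum activity change from -70% to -50%; inactive = maximum activity change above -50%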;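 also: thallium influx rate constant from kinetic fluorescence after stimulation buffer; % is scaled to controls: 0 for no effect and ±100 for the full control effect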
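Thallium flux via FluxOr fluorescence (Red40 quencher, 45 min loading) in U2OS cells virally expressing the KCNH2 3.1 isoform (1.77 x 10^8 /mL virus, overnight at 37 C). Rate constants from 2-min kinetic reads post-stimulation, normalised to positive and negative controls.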
RORg inh = blocks mouse ROR gamma transcriptional activity | P51450 | Drosophila S2 Gal4-RORgamma UAS-luciferase reporter, 20 h | Potency, µM (top dose mostly 53.6 µM), inactives show at the top dose activity change, negative = inhibition, hits mostly inhibitors | 310,000 compounds, 5.4% hits; also: potency is read from the fitted curve at half-maximal effect; % is scaled to controls: 0 for no effect and ±100 for the full control effect; nearly all actives have a fitted effect of over 60% in size
Target sequence (P51450 whole entry, looked up, the tested form may be a part): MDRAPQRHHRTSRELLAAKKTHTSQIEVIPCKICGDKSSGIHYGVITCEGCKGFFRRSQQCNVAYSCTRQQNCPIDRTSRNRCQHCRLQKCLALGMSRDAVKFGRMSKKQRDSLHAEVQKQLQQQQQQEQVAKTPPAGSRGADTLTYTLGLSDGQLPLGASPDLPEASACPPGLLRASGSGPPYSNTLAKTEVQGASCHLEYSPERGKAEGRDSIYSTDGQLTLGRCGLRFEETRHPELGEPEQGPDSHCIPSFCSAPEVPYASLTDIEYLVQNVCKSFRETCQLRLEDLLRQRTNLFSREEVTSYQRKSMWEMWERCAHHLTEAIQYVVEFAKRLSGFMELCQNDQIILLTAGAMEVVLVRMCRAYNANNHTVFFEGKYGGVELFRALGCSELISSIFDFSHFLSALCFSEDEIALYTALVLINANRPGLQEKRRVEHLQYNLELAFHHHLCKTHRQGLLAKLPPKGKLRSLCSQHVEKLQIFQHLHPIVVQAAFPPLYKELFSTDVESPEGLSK
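Stably transfected Drosophila Schneider cells are the test system, with ROR gamma fused to Gal4 and luciferase under UAS control; luminescence is read after 20 hr of 700 uM copper sulfate induction at ambient temperature.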
Mito fusion yeast = mitochondrial division inhibition or fusion activation; S. cerevisiae fusion-defective mutant growth rescue, CellTiterGlo 48 h; Potency, µM (top dose mostly 46.1 µM), without a hit: at the highest dose growth rescue (activation), actives largely listed as activators; 320,000 compounds, 0.23% hits;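 also: potency is read from the fitted curve at half-maximal effect; % of control where 0% means no effect; nearly all actives have a fitted effect of over 45% in size; temperature-sensitive fusion mutants such as fzo1-1 at 37 °C on non-fermentable ethanol glycerol medium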
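Growth-rescue viability read-out: after 48 h at the non-permissive 37C in glycerol/ethanol YPEG, yeast mitochondrial fusion mutants are measured by CellTiterGlo luminescence; compounds (23 nl pinned per well) restoring growth score as division inhibitors or fusion activators.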
ELG1 repair inh = inhibitors of ELG1-dependent DNA repair in HEK293T cells; HEK293T ELG1-luciferase reporter, luminescence, 16 h; DNA damage induced by 5-fluorouridine; Potency, µM (titrated, usually from 46.1 µM), for inactives: top-dose activity change, negative = inhibition, most hits filed as inhibitors; AID 504467; 330,000 compounds, 2.3% hits; also: potency is read from the fitted curve at half-maximal effect; % is scaled to controls: 0 for no effect and ±100 for the full control effect; nearly all actives have a fitted effect of over 55% in size
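Luminescence from the luciferase reporter, measured 30 min after ONE-Glo reagent at room temperature, was the read-out. Beforehand, 2,000 cells per well were exposed for 16 hr at 37 °C to 5-fluorouridine together with compound or vehicle.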
An asterisk follows results filed as active; ? = inconclusive; · = not tested or not shown; [ ] = another dose, or the depositor's remark. Unless noted, calls follow the shape of the dose curve; as a rule, active = well fitted curve in the direction sought with a large enough effect; inconclusive = small, poorly fitted or top-dose-only effect, or another doubt; inactive = no such curve, though single readings can be large; an effect the other way counts as inactive or inconclusive. Not all compounds are listed, so the mix of outcomes need not match the whole.

Values run as follows: FLuc counter	MBNL1-CUG inh	NPC1 prom act	Menin-MLL TR inh	VP16 counter	KCNH2 3.1 block	Rab9 prom act	Mito fusion yeast	ELG1 repair inh	PKM2 activator	RORg inh
> Cc1ccccc1-c1nc(CN2CCC(C(=O)N3CCC(C(N)=O)CC3)CC2)c(C)o1
  1.4%	?	-1.1%	-9.2%	-3.7%	-4.6	-0.9%	-3.0%	5.1%	-18.4%	-15.9%
> Nc1nc(N(Cc2ccccc2)Cc2ccccc2)nc(C(F)(F)F)n1
  1.9%	·	-0.3%	·	·	-16.2	-0.8%	14.3%	16.6%	·	·
> CN(C)c1ccccc1C(=O)c1ccccc1N(C)C
  19µM*	?	-12.0%	-20.5%	?	-2.0	-10.5%	2.0%	?	1.9%	?
> CCN(CC)c1ccc(/C=N/NC(=S)NCc2ccccc2)c(O)c1
  -0.8%	-3.7%	2.2%	?	7.08µM*	-20.1	-6.8%	7.9%	?	5.7%	8.91µM*
> O=C(c1cc(S(=O)(=O)N2CCOCC2)ccc1F)N1CCCc2ccccc21
  -0.1%	0.1%	-2.5%	1.8%	13.9%	26.7	-9.6%	-0.6%	-0.4%	-3.6%	-9.3%
> CCOC(=O)C1CCCN(C(=S)Nc2ccc(C)cc2C)C1 (stereo unspecified)
  -1.5%	-3.2%	-1.5%	·	?	4.0	-1.4%	0.6%	-1.2%	-0.5%	11.2µM*
> CC1CCCN(C(=O)COC(=O)C2CCN(S(=O)(=O)c3ccc(Cl)c(C(F)(F)F)c3)CC2)C1 (stereo unspecified)
  -1.8%	·	3.6%	·	·	-20.2	-8.0%	3.4%	9.1%	·	·
> CCN(CC)CCNC(=O)c1ccc(NC(=O)c2cc(S(=O)(=O)N3CCCCC3)ccc2C)cc1
  -0.4%	·	-6.6%	·	·	-25.3	-0.2%	-5.6%	24.9%	·	·
> Nc1cc(N)nc(SCc2nnnn2-c2ccc(Cl)cc2)n1
  2.0%	-8.8%	-2.7%	-24.2%	-6.9%	-7.6	-5.5%	0.0%	11.3%	-12.4%	0.2%
> COc1ccc(NC(=O)CN2CCC(C(=O)c3ccc(C)cc3)CC2)c(OC)c1
  -1.1%	8.4%	-4.0%	-14.2%	-3.8%	1.1	-0.7%	8.7%	?	8.5%	?
> CN(C)CCNC(=O)c1sc2nc(-c3ccccc3)cc(C(F)(F)F)c2c1N
  3.5%	19.6%	-1.3%	-20.5%	?	-30.6	2.9%	-11.1%	-0.3%	-0.7%	?
> O=C(CS(=O)(=O)c1ccccc1)Nc1ccc(N2CCOCC2)cc1
  -2.0%	-3.4%	-7.7%	17.7%	29.7%[10 µM]	8.7	-8.1%	1.5%	12.4%	1.0%	19.3%
> O=C(CSc1nnc(-c2ccncc2)n1C1CCCCC1)Nc1cccc(O)c1
  0.2%	-10.6%	1.3%	4.1%	-0.6%	-0.8	1.7%	-4.3%	-23.1%	3.7%	30.2%
> O=C(COC(=O)C1Cc2ccccc2CN1C(=O)c1ccccc1)Nc1ccc(SC(F)F)cc1 (stereo unspecified)
  -2.6%	17.8%	-5.7%	-1.3%	-19.2%	-16.9	-1.4%	-1.3%	?	-3.3%	-4.9%
> C[N+]1(C2CCC3CCCC2C3O)CCCC1 (stereo unspecified)
  3.1%	·	-1.2%	2.9%	-10.8%	-10.9	-0.9%	0.5%	16.7%	-0.1%	-1.6%[10 µM]
> Cc1cccc(COC(=O)CCCNC(=O)c2ccc(Cl)cc2)c1
  -2.5%	·	-5.9%	·	·	12.6	-0.1%	-6.2%	20.9%	·	·
> CC(=O)c1ccc(NC(=O)Nc2cccc3ccccc23)cc1
  ?	0.0%	25.5%	·	1.4%	-3.1	?	-1.4%	?	-2.2%	-16.7%
> CC(=O)Nc1ccc(NC(=O)COc2ccc(S(=O)(=O)N3CCCC3)cc2)cc1
  0.1%	12.0%	12.6%	16.2%	-3.6%	-15.3	0.7%	6.2%	-2.4%	·	-25.2%
> Cc1ccc2c(C)c(C(=O)N(C)C(C)c3ccncn3)oc2c1C (stereo unspecified)
  ·	0.3%	10.2%	·	19.4%	-1.2	18.2%	-0.3%	-6.7%	-4.3%	-0.4%
> O=C(COC(=O)C1CCN(S(=O)(=O)c2cccs2)CC1)Nc1ccc(F)c(F)c1F
  -0.7%	·	-4.3%	·	·	11.5	-4.6%	-2.5%	1.7%	·	·
> Cc1noc(C)c1C(=O)N(CC(=O)Nc1ccc(Cl)c(C(F)(F)F)c1)Cc1ccco1
  6.0%	·	-5.1%	·	·	-24.4	0.6%	-0.3%	-15.0%	·	·
> CCc1ccc(OCC(=O)NC(=S)Nc2ccc(S(=O)(=O)NC3CCCCC3)cc2)cc1
  1.4%	2.1%	12.9%	-5.8%	1.3%	-21.9	-7.5%	0.7%	-15.8%	-1.1%	-33.4%
> Cc1cc2ncn(/N=C/c3ccc4c(c3)OCO4)c2cc1C
  ?	-1.1%	22.9%	2.9%	?	8.5	-0.8%	7.0%	-5.4%	5.4%	-7.7%
> CC(=O)Nc1ccc(Br)c2ccccc12
  1.8%	45.9%[activator]	0.0%	-2.8%	7.4%	·	-2.5%	-1.8%	4.6%	1.3%	-2.4%
> CN(C)/C=C(/C(=O)c1ccc(Cl)cc1)n1cncn1
  6.0%	-3.2%	-4.5%	-10.3%	-1.0%	-0.7	1.7%	0.4%	2.5%	3.0%	5.4%
> CCOC(=O)c1c(NC(=O)c2c(C(=O)O)cccc2[N+](=O)[O-])sc2c1CCCC2
  -17.8%	16.4%	-3.1%	35.7%[activator]	-4.8%	1.4	-0.5%	6.2%	-8.7%	·	15.4%
> CC(=O)Oc1ccc(-c2cccc(C(=O)O)c2)cc1
  3.79µM*	7.4%	11.6%	1.8%	5.3%	-0.3	-1.2%	-0.1%	?	1.2%	?
> O=C(COC(=O)c1ccc2[nH]c3c(c2c1)CCCC3)Nc1ccc(Cl)cc1Cl
  -3.3%	·	-1.1%	-20.3%	?	-2.9	-4.3%	1.0%	-2.7%	9.7%	9.3%[10 µM]
> COC(=O)Cc1cc(=O)[nH]c(/N=C(\N)Nc2ccccc2)n1
  8.0%	-0.6%	-1.0%	6.9%	-4.7%	-0.7	-6.4%	-2.5%	?	-9.2%	8.8%
> CN(Cc1cccs1)C(=O)Cn1cnc2ccccc2c1=O
  -2.4%	-6.4%	1.9%	0.2%	-16.7%	1.3	14.8%	0.2%	4.3%	-8.4%	17.1%
> O=C1CCN(Cc2ccccc2)CCN1CCSc1ccccc1
  13.5µM*	-7.8%	?	?	1.5%	3.7	4.47µM*	-0.8%	?	2.8%	-7.0%
> CCc1cccc(C)c1NC(=O)COC(=O)Cc1ccsc1
  3.0%	-1.2%	-1.6%	-12.9%	-0.9%	30.8	11.0%	9.4%	-0.7%	-3.6%	6.5%
> CCN1CCc2nc(NC(=O)c3ccc(S(=O)(=O)N(C)C)cc3)sc2C1
  ?	?	20.3%	-4.2%	-11.3%	-16.6	22.2%	-2.2%	?	-11.3%	-23.0%
> CCCCC(=O)Nc1cccc(-c2nnc(-c3ccccc3)o2)c1
  ?	-1.4%	8.3%	-7.0%	?	-13.5	18.8%	?	?	-1.5%	?
> COc1ccc(NS(=O)(=O)c2ccc3c(c2)OCCO3)cc1OC
  -0.4%	-2.5%	-21.5%	1.5%	7.08µM*	-2.5	-28.7%	-6.1%	2.31µM*	·	?
> CCC(Sc1ccc2nnc(-c3cccnc3)n2n1)C(=O)O (stereo unspecified)
  -0.7%	6.4%	-1.1%	-26.5%	-1.4%	1.8	-4.0%	-4.6%	-0.7%	-0.8%	-3.4%
> CC(C)CCNC(=O)COc1ccc2c3c(c(=O)oc2c1)CCC3
  -1.6%	10.7%	5.3%	14.4%	-22.6%	9.8	4.7%	-8.1%	2.7%	-13.7%	-0.2%

High-throughput results as filed in PubChem.
